# Bioassay records as filed in PubChem BioAssay.
# ABCG2 inh: ABCG2 efflux pump inhibitors, primary screen, multiplex with ABCB1, IgMXP3 cells, flow cytometry. Broad substrate specificity ATP-binding cassette transporter ABCG2 (Homo sapiens), Q9UNQ0. JC-1 efflux. inhibition, % at 6.6 µM. actives 0.1% (n = 190,000). AID 1325, 2008;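 active = inhibition above 80%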;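 note: 0% = DMSO and 100% = nicardipine control wells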
#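 Test system: IgMXP3 (ABCG2) plus far-red-tagged CCRF-Adr (ABCB1) cells. Reagent: JC-1 dye as substrate. Timing: 10 min exposure at 25 °C with rotation, no wash. Measured by: flow cytometric JC-1 green MFI at 530 nm. Read-out: percent efflux inhibition, scaled nicardipine 100% to DMSO 0%. Control set: nicardipine and DMSO wells.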
# RGS8-Gao reg: RGS8-Galphao binding modulators, primary screen, biochemical, multiplexed bead flow cytometry | Guanine nucleotide-binding protein G(o) subunit alpha (Homo sapiens), P09471 | actives lie on both sides | response (percent of control binding), % at 10 µM | actives 0.34% (n = 220,000); in the data active = response below about 60% or above about 140%; inactive = in between;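 note: Galphao activated as the GDP aluminium fluoride complex binding bead-coupled RGS8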
# Target sequence (P09471 whole entry, looked up): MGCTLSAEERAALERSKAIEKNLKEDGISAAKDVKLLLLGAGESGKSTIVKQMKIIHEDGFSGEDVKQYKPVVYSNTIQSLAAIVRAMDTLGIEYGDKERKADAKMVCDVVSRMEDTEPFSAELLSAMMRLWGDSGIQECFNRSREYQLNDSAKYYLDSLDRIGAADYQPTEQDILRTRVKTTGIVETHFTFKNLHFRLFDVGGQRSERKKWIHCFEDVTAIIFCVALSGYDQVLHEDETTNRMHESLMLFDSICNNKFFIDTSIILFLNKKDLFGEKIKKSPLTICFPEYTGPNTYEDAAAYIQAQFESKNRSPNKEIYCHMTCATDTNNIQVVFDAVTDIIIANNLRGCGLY
# ABCB1 inh: ABCB1 efflux pump inhibitors, primary screen, cell-based, multiplex, flow cytometry, ABCG2 counter-screen; ATP-dependent translocase ABCB1 (Homo sapiens), P08183; CCRF-Adr cells, JC-1 efflux; inhibition, % at 6.6 µM; actives 0.067% (n = 190,000); in the data active = inhibition above about 40%;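 note: 0% = vehicle and 100% = reference inhibitor; higher value means more JC-1 retained so stronger ABCB1 efflux block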
# Bim-Mcl-1: inhibitors of Bim peptide binding to Mcl-1, primary screen, biochemical, bead-based flow cytometry, multiplex; Bim peptide-Mcl-1 binding; inhibition, % at 10 µM; AID 1009, 2008; actives 0.1% (n = 190,000);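 note: 0% = no compound tracer wells and 100% = peptide blocker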
# Bim-Bcl-W: inhibitors of Bim binding to Bcl-W, primary screen, biochemical, multiplexed, bead-based flow cytometry. Bim peptide-Bcl-W binding. actives 0.02% (n = 190,000). inhibition, % at 10 µM. Bcl-2-like protein 2 (Homo sapiens), Q92843;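 note: 0% = bound tracer without compound and 100% = peptide blocker; higher means less fluorescent Bim peptide bound to Bcl-W beads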
# Target sequence (Q92843 whole entry, looked up): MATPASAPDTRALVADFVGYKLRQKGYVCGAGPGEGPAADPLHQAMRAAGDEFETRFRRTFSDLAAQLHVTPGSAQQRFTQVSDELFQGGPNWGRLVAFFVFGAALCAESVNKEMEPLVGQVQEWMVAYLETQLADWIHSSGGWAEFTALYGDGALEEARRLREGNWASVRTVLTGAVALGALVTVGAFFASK
# Bcl-XL Bim block: inhibitors of Bim-Bcl-XL binding, primary screen, biochemical, multiplexed, bead flow cytometry, human Bcl-XL | Bim peptide-Bcl-XL binding, fluorescence | AID 1007, 2008 | actives 0.04% (n = 190,000) | inhibition, % at 10 µM | Bcl-2-like protein 1 (Homo sapiens), Q07817
# RGS4-Gao reg: modulators of RGS4 binding to Galphao, primary screen, biochemical, multiplexed bead flow cytometry; actives 0.33% (n = 220,000); actives lie on both sides; Guanine nucleotide-binding protein G(o) subunit alpha (Homo sapiens), P09471; binding response (% of control), % at 10 µM; AID 1415, 2008; in the data active = binding response below about 49% or above about 150%; inactive = in between;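 note: fluorescent Galphao activated with aluminum fluoride binding bead-coupled RGS4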
# Bim-Bfl-1: inhibitors of Bim binding to Bfl-1, primary screen, biochemical, multiplexed, bead-based flow cytometry. Bim-Bfl-1 binding inhibition. inhibition, % at 10 µM. actives 0.12% (n = 190,000);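 note: 0% = wells without compound plus tracer and 100% = blocker peptide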
# Bim-Bcl-B: inhibitors of Bim-Bcl-B binding, primary screen, biochemical, multiplexed, human Bcl-2 family; inhibition, % at 10 µM; bead-based flow cytometry, Bim peptide-Bcl-B binding; actives 0.073% (n = 190,000); AID 951, 2007; Bcl-2-like protein 10 (Homo sapiens), Q9HD36;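 note: 0% = tracer peptide without compound and 100% = reference inhibitor peptide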
# Target sequence (Q9HD36 whole entry, looked up): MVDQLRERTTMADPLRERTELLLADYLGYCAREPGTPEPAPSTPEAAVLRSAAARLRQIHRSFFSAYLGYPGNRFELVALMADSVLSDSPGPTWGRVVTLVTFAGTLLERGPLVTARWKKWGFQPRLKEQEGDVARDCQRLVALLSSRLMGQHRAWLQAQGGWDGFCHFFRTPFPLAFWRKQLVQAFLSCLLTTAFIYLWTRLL
# Bim-Bcl-2: inhibitors of Bim-Bcl-2 binding, primary screen, biochemical, multiplexed, human Bcl-2 family; Apoptosis regulator Bcl-2 (Homo sapiens), P10415; Bead-based flow cytometry, Bim peptide-Bcl-2 binding; inhibition, % at 10 µM; actives 0.06% (n = 190,000); AID 950, 2007; in the data active = inhibition above about 40%; inconclusive = no clear call, values can overlap the other calls;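 note: 0% = no compound wells with probe peptide and 100% = reference peptide inhibitor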
# Target sequence (P10415 whole entry, looked up): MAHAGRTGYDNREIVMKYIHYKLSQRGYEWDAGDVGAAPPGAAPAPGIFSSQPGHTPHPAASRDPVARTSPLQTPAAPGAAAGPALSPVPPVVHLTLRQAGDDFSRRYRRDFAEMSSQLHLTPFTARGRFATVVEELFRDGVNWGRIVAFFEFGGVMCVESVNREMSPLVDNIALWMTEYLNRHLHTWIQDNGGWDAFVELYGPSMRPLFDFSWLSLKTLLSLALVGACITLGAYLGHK
# RGS7-Gao: RGS7-Galphao binding modulators, primary screen, biochemical, multiplexed bead flow cytometry. Guanine nucleotide-binding protein G(o) subunit alpha (Homo sapiens), P09471. actives lie on both sides. actives 0.35% (n = 220,000). AID 1439, 2008. binding response (% of control), % at 10 µM; in the data active = binding response below about 49% or above about 150%; inconclusive = no clear call, values can overlap the other calls; inactive = in between;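 note: fluorescent Galphao held in activated GDP-AlF4 state binding bead-coupled RGS7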
# * hit, by the source's call; ? = inconclusive; [ ] = dose if it differs, or a comment. Cut-off read from the data, not from the text of the source, unless noted: active = inhibition above about 40%.
structure	ABCG2 inh	RGS8-Gao reg	ABCB1 inh	Bim-Mcl-1	Bim-Bcl-W	Bcl-XL Bim block	RGS4-Gao reg	Bim-Bfl-1	Bim-Bcl-B	Bim-Bcl-2	RGS7-Gao
CCc1cccc(NC(=O)Cn2c3[n+](c4ccc(C(F)(F)F)cc42)CCCCC3)c1	5	147*[activator]	1.3	-3	-2	-3	128	1	-5	4	126
O=C(Nc1ccc(F)cc1)c1ccccc1	4	106	0.5	-1	0	-2	110	1	0	4	115
Cc1ccc(-c2ccc(CO)o2)cc1N	6	97	-0.3	4	5	3	96	1	3	5	95
COc1cc(OC)c(OC)cc1/C=N/NC(=O)c1cccc(S(=O)(=O)N2CCOCC2)c1	0	85	-0.1	0	-2	1	88	-2	-3	-1	84
CCNC(=S)NCCN1CCCCC1	16	101	1.9	-2	1	-4	102	-14	-6	-7	104
COCCNC(=O)c1ccccc1-c1nc(-c2ccccc2OC)no1	16	101	0.1	0	0	-2	103	-12	-9	-12	100
O=C(COC(=O)c1cccc(F)c1)Nc1cccnc1Cl	4	102	0.7	0	0	-1	101	-1	0	0	99
CC(C)N(C(=O)CSc1nnc(NC(=O)c2cccs2)s1)C(C)C	3	105	0.1	0	-1	-2	100	1	-2	3	91
CCCOc1ccc(/C=N/NC(=O)CSCc2ccc([N+](=O)[O-])cc2)cc1OCC	45	114	2.5	-1	0	0	105	-5	0	-8	109
C/C(=N\NC(=O)CCCNc1ccc(C)cc1)c1ccccn1	5	99	-0.2	-5	2	-7	97	6	-8	-4	97
CCC1CCCCN1C(=O)COc1cccc2c1CCN(C)C2=O (stereo unspecified)	2	101	0.3	0	-2	-1	102	-1	-2	-1	98
CCOC(=O)C1CCN(c2nc3cc(OC)ccc3cc2C#N)CC1	4	98	0.9	-2	-4	-5	100	-2	-3	-5	100
O=C(NCCNC1CCC(c2ccccc2)CC1)c1ccc(F)cc1 (stereo unspecified)	1	96	0.5	0	0	-1	94	-6	-4	-3	91
Oc1c(C(Nc2ccccn2)c2ccccn2)ccc2cccnc12 (stereo unspecified)	4	97	0.8	0	1	-6	97	-15	-8	-8	93
Cc1ccc(NC(=O)Cn2cnc3sc(C(=O)NCCN(C)C)c(C)c3c2=O)cc1Cl	0	103	-0.1	-4	-6	-5	104	-4	-9	-6	103
Clc1ccccc1-c1nnc2sc(C3COc4ccccc4O3)nn12 (stereo unspecified)	-1	90	-0.6	-9	-3	6	101	11	-38	-9	124
Cc1[nH]c2ccccc2c1C(=O)CSc1ncn[nH]1	27	106	2.6	-2	1	3	98	6	5	3	100
O=S(=O)(/C=C/c1ccccc1)Oc1ccccc1	2	100	0.4	-1	0	0	105	-2	0	0	104
COc1ccc(/C(N)=N/OC(=O)c2ccc(C)c([N+](=O)[O-])c2)cc1OC	10	108	1.1	-5	-3	4	99	-3	-4	-2	104
COc1cc(/C=N/NC(=O)C(=O)N2CCCC2)ccc1O	0	102	0.2	-4	2	-4	97	-10	-8	-10	109
Cc1[nH]c2ccccc2c1C(=O)C(=O)N1CCCc2ccccc21	5	102	0.1	-3	1	-1	103	1	2	0	106
Cc1nc2ncnn2c(C)c1Cc1cccc(F)c1	1	106	0.4	1	0	-1	107	-2	-2	0	109
Cc1cc(C)n(C(=O)CCCCCCCCC(=O)n2nc(C)cc2C)n1	-1	101	0.1	-5	-1	0	98	-3	-2	0	98
CC(C)CC(=O)Nc1ccc(C(=O)NN2C(=O)c3ccccc3C2=O)cc1	21	99	-0.2	0	1	4	103	6	1	7	97
Cc1ccc(C(=O)C2CCN(CC(=O)Nc3ccc(N(C)C)cc3)CC2)cc1	3	98	1.7	-3	-3	-2	97	1	-5	0	94
CCOc1ccc(/C=C(\C#N)C(=O)c2c(C)[nH]c3ccccc23)cc1OC	2	99	0.7	-4	-2	-2	92	1	-6	-1	97
Cc1ccc2cc3cc(C(=O)NCc4ccc5c(c4)OCO5)oc3nc2c1	30	100	0.6	0	-3	-6	96	-11	-2	0	95
CCCCCCC(=O)Nc1ccc(Cl)cn1	3	100	0.3	-1	-1	-1	99	2	1	-2	100
O=C(CCCOc1ccc(Cl)cc1Cl)N/N=C/c1ccco1	37	98	-0.4	-5	-3	-7	101	-7	-5	-7	102
CC(C)(C)C1=NN(C(=O)c2ccccc2)C(O)(C(C)(C)C)C1 (stereo unspecified)	12	101	0.8	-3	0	-3	101	-14	-6	-10	101
CC(=O)N(NC(=O)c1ccccc1Cl)C1CC(=O)N(c2ccc(C)cc2)C1=O (stereo unspecified)	2	100	0.6	-2	0	-3	100	-6	-1	-3	97
CCOC(=O)CNC(=O)Nc1cc(C(C)(C)C)nn1-c1ccccc1	0	101	-0.1	1	3	-8	98	-12	-4	-6	99
Nc1cc(S(=O)(=O)C(F)(F)F)ccc1C(=O)O	2	101	0.4	-3	-3	-3	100	1	0	-2	103
O=C1N(c2ccccc2)C[C@@H]2C[C@@H](c3cccc4c3OCO4)N3CCC[C@@]123	-1	99	-0.5	-3	-4	-3	99	-8	-10	-5	97
COc1ccc(C2CC(c3cccs3)=Nc3ccccc3S2)cc1 (stereo unspecified)	3	95	0.9	-4	-4	-5	100	-2	-12	-3	107
Cc1cc(C(=O)OCC(=O)c2cccc([N+](=O)[O-])c2)c2ccccc2n1	50	103	1.8	-3	-6	-9	101	-10	-8	-10	98
O=c1c2ccccc2sn1-c1cc(S(=O)(=O)N2CCOCC2)ccc1N1CCCC1	0	41*	0.3	-16	-6	-4	86	14	-2	7	100
O=C1CS/C(=C\S(=O)(=O)c2ccc(Cl)cc2)N1	-1	100	-0.2	-4	2	-12	97	-13	-10	-16	103
CCc1ccc(OCC(=O)NC(=S)Nc2ccc(S(=O)(=O)NC3CCCCC3)cc2)cc1	1	98	0.1	2	0	-2	95	-12	-6	-4	92
COCCNS(=O)(=O)c1cc(F)ccc1OC	4	99	0.4	2	0	0	96	-3	-1	-1	99
O=C(Cn1c(C(F)(F)F)nc2ccccc21)OCC(=O)c1c[nH]c2ccccc12	11	105	-0.6	-7	-3	-5	106	3	1	-3	105
Cc1ccccc1OCC(=O)NNC=O	0	102	0.0	-2	-2	-1	99	-1	0	0	108
CCCCOC(=O)Sc1nc2ccccc2o1	2	95	0.3	0	3	-3	92	-11	-4	-5	94
O=c1ccn(-c2cccc(C(F)(F)F)c2)nc1-c1ccn(-c2ccccc2F)n1	1	102	0.5	-8	-2	-3	101	-3	-7	0	103
O=C(CSc1nnc(-c2ccccc2)n1-c1ccccc1)c1cccs1	3	104	-1.8	1	0	-2	99	-2	0	-2	99
COC(=O)C(NC(C)=O)(Nc1ccccn1)C(F)(F)F (stereo unspecified)	1	96	0.3	0	9	7	97	8	5	5	97
COc1cc(C)nc(Oc2ccc(=O)[nH]n2)n1	0	105	-0.1	-2	3	-4	103	-8	-3	-5	105
Cc1ccc(-c2nn(-c3ccccc3)cc2/C=C/C(=O)Nc2nccs2)cc1	9	100	0.5	-3	-4	-6	97	-5	-9	-5	99
O=S(=O)(NCC(c1cccnc1)N1CCOCC1)c1ccccc1 (stereo unspecified)	2	95	0.3	-2	-1	-1	94	-3	-1	1	82
CSc1cc(N2CCOCC2)nc(-c2ccccc2Cl)n1	21	82	0.7	-3	-1	-8	92	-1	-6	-2	92

# (cont.)
structure	ABCG2 inh	RGS8-Gao reg	ABCB1 inh	Bim-Mcl-1	Bim-Bcl-W	Bcl-XL Bim block	RGS4-Gao reg	Bim-Bfl-1	Bim-Bcl-B	Bim-Bcl-2	RGS7-Gao
Nc1nc(Cl)cc(N2CCOCC2)n1	2	102	0.1	-1	-2	-1	102	1	-3	0	102
CCCNC(=S)Nc1c(C)n(C)n(-c2ccccc2)c1=O	12	102	-0.2	-1	-1	0	101	-5	-1	-1	96
CCOc1ccc(C(C)=O)cc1CSc1nnc(-c2ccoc2C)n1N	1	88	0.2	-1	2	-8	84	1	2	2	91
COc1ccccc1N1CCN(C(=O)CN2C(=O)c3ccccc3C2=O)CC1	2	104	1.2	2	0	0	105	-4	-4	-3	97
CS(=O)(=O)NCC(c1cccnc1)N1CCN(c2ccc(F)cc2)CC1 (stereo unspecified)	15	78	2.4	0	0	3	95	10	8	3	97
O=C(CSc1nc(O)cc(=O)n1C1CCCC1)Nc1cccc(Cl)c1Cl	3	101	-0.1	0	0	-1	100	-4	0	-2	101
O=C(COc1ncnc2ccccc12)NCc1ccco1	4	102	2.0	-1	0	2	100	-6	0	-4	98
O=C(c1cnn2c(C(F)(F)F)cc(-c3cccs3)nc12)N1CCN(Cc2ccccc2)CC1	2	109	1.6	-2	-3	-4	107	-2	-5	-1	108
CN(C)Cc1ccccc1COc1ccccc1	4	105	0.1	-5	-3	-6	101	-2	-6	-5	100
CCOC(=O)Cc1csc(NC(=O)CCCCCN2C(=O)c3ccccc3C2=O)n1	1	105	0.3	-2	-1	-1	101	-2	-3	0	99
COc1ccc(CCNC(=O)COC(=O)COc2ccc(C#N)cc2)cc1	1	100	0.1	-2	-1	-2	102	-10	-5	-3	?
C=CCN(C(=O)COc1ccccc1)c1nnc(-c2ccncc2)s1	22	99	1.3	-6	-3	-15	96	-21	-8	-15	97
CC1(C)CC2(C)Nc3ccccc3N2C(=S)N1 (stereo unspecified)	7	98	0.8	-5	-3	-4	95	-2	-10	-1	93

# Some of these compounds in order of their number in RGS7-Gao, highest first:
Structure	ABCG2 inh	RGS8-Gao reg	Bim-Mcl-1	Bim-Bcl-W	Bcl-XL Bim block	RGS4-Gao reg	Bim-Bfl-1	Bim-Bcl-B	RGS7-Gao
O=C(c1cnn2c(C(F)(F)F)cc(-c3cccs3)nc12)N1CCN(Cc2ccccc2)CC1	2	109	-2	-3	-4	107	-2	-5	108
CN(C)Cc1ccccc1COc1ccccc1	4	105	-5	-3	-6	101	-2	-6	100
O=C(COc1ncnc2ccccc12)NCc1ccco1	4	102	-1	0	2	100	-6	0	98
CCCNC(=S)Nc1c(C)n(C)n(-c2ccccc2)c1=O	12	102	-1	-1	0	101	-5	-1	96
